# CIT2-GFP yeast – yeast TOR pathway CIT2-GFP modulation. S. cerevisiae CIT2-GFP strain, flow cytometry, 3 h; 100 means same as DMSO wells. GFP response vs DMSO, % at 10 µM. 0.065% of 320,000 active. AID 2029;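 active means GFP response relative to DMSO above a set limit, near the screen mean plus 3 SD, cut at about 150% in these data; inconclusive means Fewer than 70 cells measured for a yeast strain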;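 further: ratio of well median GFP fluorescence to mean of DMSO wells on the plate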
# JMJD2C inh – human JMJD2C demethylase inhibition | GST-JMJD2C(1-420) H3K9me3 demethylation, DELFIA europium | inhibition, % at 2.35 µM | 0.069% of 330,000 active | AID 2099;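 active means more than half of a compound's replicate wells show inhibition beyond 50%, single wells judged on their own value; inconclusive means some, but no more than half, of replicates pass 50% inhibition; inactive means no replicate passes 50% inhibition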;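 further: signal counts dimethyl H3K9 product captured on neutravidin plate; 0% = median of DMSO wells and 100% = 0.3 times that DMSO median; strong numbers were not always called active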
# Target sequence (Q9H3R0 1-420 limits assumed): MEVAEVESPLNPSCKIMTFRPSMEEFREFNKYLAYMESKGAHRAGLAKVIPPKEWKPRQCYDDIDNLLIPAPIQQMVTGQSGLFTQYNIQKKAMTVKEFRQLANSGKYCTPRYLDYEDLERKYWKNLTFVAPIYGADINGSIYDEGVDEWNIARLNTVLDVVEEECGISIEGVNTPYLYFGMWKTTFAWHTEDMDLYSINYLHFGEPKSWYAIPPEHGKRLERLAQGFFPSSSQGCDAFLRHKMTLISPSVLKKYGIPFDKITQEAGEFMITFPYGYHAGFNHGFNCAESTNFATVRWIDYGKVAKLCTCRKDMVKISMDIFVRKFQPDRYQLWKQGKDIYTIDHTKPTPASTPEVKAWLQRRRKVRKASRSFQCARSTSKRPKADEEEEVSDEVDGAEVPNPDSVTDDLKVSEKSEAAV
# MEP2-GFP yeast – alters MEP2-GFP fluorescence in TOR pathway yeast screen | S. cerevisiae MEP2-GFP strain, flow cytometry GFP, 3 h; 100% = DMSO control level | GFP response vs DMSO, % at 10 µM | 0.51% of 330,000 active | AID 2016;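 active means GFP response versus DMSO above a set limit, roughly screen mean plus 3 SD, cut at about 180% in these data; inconclusive means fewer than 70 cells counted for a yeast strain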;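 further: median GFP fluorescence of the barcode-gated MEP2-GFP cells per well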
# LAP4-GFP MLPCN – alters LAP4-GFP fluorescence in TOR pathway yeast screen | 0.34% of 320,000 active | S. cerevisiae LAP4-GFP multiplex, flow cytometry GFP, 3 h; median GFP as percent of DMSO wells | AID 2023 | GFP response vs DMSO, % at 10 µM;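 active means GFP response vs DMSO above a set limit, about the screen mean plus 3 SD, cut at about 150% in these data; inconclusive means under 70 cell events counted for the yeast strain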
# RPL19A TOR yeast – yeast TOR pathway RPL19A-GFP modulation; AID 2025; S. cerevisiae RPL19A-GFP strain, flow cytometry, 3 h; hits give low values; 0.3% of 330,000 active; percent response vs DMSO, % at 10 µM;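 active means percent response vs DMSO below 50%; inconclusive means fewer than 70 events counted for the yeast strain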;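 further: median channel GFP fluorescence of the barcoded RPL19A-GFP strain; ratio of sample median GFP to plate DMSO average so 100% = DMSO; lower means less RPL19A-GFP as with rapamycin TOR inhibition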
# GRK2 aptamer HTS – inhibitors of human GRK2 displacing RNA aptamer; P25098; bead flow cytometry, FAM-aptamer displacement from GRK2; inhibition of aptamer binding, % at 10 µM; 0.59% of 330,000 active;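 active means inhibition of aptamer binding above 40%, roughly 3 SD of noise, on plates passing a quality check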;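 further: median bead fluorescence of bound FAM aptamer so fluorescent compounds give negative values; no value below 0 was filed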
# VLA-4 inh – inhibition in a human VLA-4 binding assay. 0.2% of 330,000 active. AID 2557. VLA-4 expressing cells, ligand binding flow cytometry. inhibition, % (about 7 µM as worked out from the volumes in the protocol). P13612; in the data active means inhibition above about 50%
# AGP1 TOR yeast – alters AGP1-GFP fluorescence in TOR pathway yeast screen. GFP response vs DMSO, % at 10 µM. AID 2066. S. cerevisiae AGP1-GFP multiplex flow cytometry, 3 h; GFP as percent of DMSO wells. 0.02% of 320,000 active;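 active means GFP response relative to DMSO above a set limit, near screen average plus 3 SD, cut at about 150% in these data; inconclusive means fewer than 70 cells counted for the yeast strain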;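 further: median GFP channel fluorescence of the gated AGP1 strain per well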
# * marks the source's active call; other numbers are inactive results; ? = inconclusive; / = not tested or not shown; [ ] = remark or other dose.
# Keys: A = CIT2-GFP yeast; B = JMJD2C inh; C = MEP2-GFP yeast; D = LAP4-GFP MLPCN; E = RPL19A TOR yeast; F = GRK2 aptamer HTS; G = VLA-4 inh; H = AGP1 TOR yeast
COc1cccc(-n2nc3c(=O)n(Cc4ccccc4Cl)nc(C)c3c2C)c1
  A: 99.3	B: 2.1	C: 101.0	D: 97.5	E: 104.5	F: 0.0	G: 16.2	H: 99.7

CCSc1nnc(-c2ccccc2NC(=O)CC)c(=O)[nH]1
  A: 97.4	B: -2.1	C: 100.6	D: 97.0	E: 98.8	F: 2.0	G: 8.9	H: 96.1

Cc1ccc(C(=O)NCc2ccc3c(c2)OCO3)c(C)c1
  A: 98.7	B: 0.6	C: 101.1	D: 82.4	E: 104.3	F: 0.0	G: 3.5	H: 100.5

COc1cccc(NC(=O)C(=O)NCCCN2CCCC2=O)c1
  A: 96.2	B: -0.7	C: 95.8	D: 93.6	E: 91.4	F: 0.0	G: -3.9	H: 100.0

Cc1onc(-c2c(Cl)cccc2Cl)c1C(=O)Nc1nc(C(C)(C)C)cs1
  A: 94.5	B: 2.9	C: 103.0	D: 109.2	E: 98.0	F: 0.0	G: -3.0	H: 102.5

CC(C)c1ccc(NC(=O)c2ccc(Br)o2)cc1
  A: 77.8	B: 1.0	C: 97.4	D: 100.2	E: 96.3	F: 0.0	G: 10.5	H: 92.3

CC(=O)C[C@H](O)CC(=O)[C@@H]1OC(=O)CCCCCCc2ccccc21
  A: 99.8	B: 7.1	C: 94.7	D: 96.1	E: 95.2	F: 4.0	G: -8.7	H: 95.2

CCOc1ccccc1C(=O)N1CCCCC1C (stereo not drawn)
  A: 101.1	B: 18.5	C: 101.8	D: 102.6	E: 101.0	F: 1.0	G: 3.5	H: 100.0

CC(C)CNc1ncnc2c1cnn2Cc1ccc(Cl)cc1
  A: /	B: 0.4	C: 101.8	D: /	E: 99.2	F: 3.0	G: -0.7	H: /

COc1ccc(N(C)S(=O)(=O)c2c(C)[nH]c(=O)[nH]c2=O)c(OC)c1
  A: 96.2	B: 0.8	C: 101.4	D: 97.5	E: 93.5	F: 0.0	G: 1.2	H: 96.9

CCC/C(O)=C1\C(=O)CCCC1=NCCc1c(C)[nH]c2ccccc12
  A: 92.5	B: -0.1	C: 92.9	D: 113.7	E: 94.2	F: 0.0	G: 10.9	H: 98.2

CC(=O)Nc1ccc(OCC(O)Cn2nc(C)c(C)c2C)cc1 (stereo not drawn)
  A: 96.5	B: -4.1	C: 93.8	D: 90.9	E: 93.5	F: 2.0	G: -4.9	H: 92.6

O=S(=O)(Nc1ccc2nc(-c3ccco3)[nH]c2c1)c1ccccc1
  A: 105.4	B: -2.0	C: 105.4	D: 92.6	E: 97.6	F: 0.0	G: -9.6	H: 106.6

CCOC(=O)c1sc2c(c1C)C(c1cccs1)C1=C(CCCC1=O)N2 (stereo not drawn)
  A: 97.2	B: -2.4	C: 93.1	D: 92.9	E: 92.5	F: 0.0	G: 2.0	H: 96.6

Cc1ccccc1C1c2[nH]c3ccccc3c2CCN1CCCn1cccn1 (stereo not drawn)
  A: 99.0	B: 4.1	C: 107.4	D: 104.6	E: 99.4	F: 1.0	G: -3.6	H: 100.5

# Single values from above:
# `Cc1ccc(C(=O)NCc2ccc3c(c2)OCO3)c(C)c1` | RPL19A TOR yeast: 104.3
# `O=S(=O)(Nc1ccc2nc(-c3ccco3)[nH]c2c1)c1ccccc1` | VLA-4 inh: -9.6
# `CC(=O)C[C@H](O)CC(=O)[C@@H]1OC(=O)CCCCCCc2ccccc21` | RPL19A TOR yeast: 95.2
# `CC(=O)Nc1ccc(OCC(O)Cn2nc(C)c(C)c2C)cc1` (stereo not drawn) | JMJD2C inh: -4.1

# The listing picks up, repeating the two entries before the break.
# Keys: A = CIT2-GFP yeast; B = JMJD2C inh; C = MEP2-GFP yeast; D = LAP4-GFP MLPCN; E = RPL19A TOR yeast; F = GRK2 aptamer HTS; G = VLA-4 inh; H = AGP1 TOR yeast
CCOC(=O)c1sc2c(c1C)C(c1cccs1)C1=C(CCCC1=O)N2 (stereo not drawn)
  A: 97.2	B: -2.4	C: 93.1	D: 92.9	E: 92.5	F: 0.0	G: 2.0	H: 96.6

Cc1ccccc1C1c2[nH]c3ccccc3c2CCN1CCCn1cccn1 (stereo not drawn)
  A: 99.0	B: 4.1	C: 107.4	D: 104.6	E: 99.4	F: 1.0	G: -3.6	H: 100.5

Cc1nnc(N/N=C/c2ccc([N+](=O)[O-])cc2)n1N
  A: 109.3	B: -7.2	C: 105.4	D: 98.7	E: 104.3	F: 1.0	G: 14.5	H: 117.3

Cc1c(C(=O)N2CCCCCC2)c(S(=O)(=O)Nc2ccc(F)cc2)c(C)n1C
  A: 103.4	B: -0.1	C: 101.8	D: 103.4	E: 101.8	F: 5.0	G: -0.9	H: 102.2

CCN(C[C@H]1N[C@@](Cc2ccccc2)(C(=O)OC)[C@H]2C(=O)N(Cc3ccccc3)C(=O)[C@@H]12)C(=O)NC(C)C
  A: 106.9	B: 3.3	C: 102.6	D: 95.4	E: 101.9	F: 0.0	G: -5.0	H: 103.8

Cc1cc(C)cc(OC(=O)N2CCOCC2)c1
  A: 114.6	B: -4.5	C: 98.9	D: 94.6	E: 102.2	F: 1.0	G: -10.0	H: 77.7

CC(C)NC(=O)C1CC(=O)N(c2ccc(F)c(Cl)c2)C1 (stereo not drawn)
  A: 105.2	B: -3.1	C: 94.1	D: 88.8	E: 96.6	F: 1.0	G: -1.8	H: 110.3

O=C1N(Cc2cccnc2)C[C@@H]2C[C@@H](c3ccc(-c4ccccc4)cc3)N3CCC[C@@]123
  A: 112.7	B: -3.2	C: 103.1	D: 105.0	E: 95.8	F: 0.0	G: -6.8	H: 103.2

CSc1nsc(SCC(=O)Nc2ccccc2)n1
  A: 88.4	B: 1.1	C: 107.0	D: 95.9	E: 103.7	F: 2.0	G: 8.3	H: 101.9

CC(=O)Nc1cccc(S(C)(=O)=O)c1
  A: 109.2	B: -5.5	C: 93.3	D: 82.5	E: 103.3	F: 0.0	G: -3.7	H: 90.9

O=C(Cn1ncc2c3ccccc3n(Cc3ccccc3)c2c1=O)NC1CCCC1
  A: 100.8	B: -1.2	C: 104.9	D: 104.9	E: 99.8	F: 4.0	G: 28.2	H: 101.9

O=C(Nc1ccccc1Cl)NC1(C(=O)N2CCCC2)CCCCC1
  A: ?	B: 1.3	C: 377.2*[may fluoresce violet]	D: 106.0[may fluoresce violet]	E: 32.5*[may fluoresce violet]	F: 0.0	G: -12.5	H: ?

CN(CC(=O)Nc1ccc(F)c(F)c1)S(=O)(=O)c1cccc2cccnc12
  A: 95.3	B: -11.9	C: 95.7	D: 90.9	E: 97.9	F: 1.0	G: -0.6	H: 100.2

O=S(=O)(c1ccccc1)N1N=C(c2ccccc2)CC1c1ccccc1 (stereo not drawn)
  A: 111.7	B: 2.0	C: 104.5	D: 86.5	E: 99.0	F: 5.0	G: -11.8	H: 84.0

CCN(CC)C(=O)Cn1cc(C(=O)C(=O)N2CCN(c3ccc(OC)cc3)CC2)c2ccccc21
  A: 102.6	B: 1.7	C: 105.0	D: 100.7	E: 101.3	F: 5.0	G: 7.4	H: 103.5

# Filtered by structure, those above with an aryl thioether with sulfur outside any ring
# Keys: A = CIT2-GFP yeast; B = JMJD2C inh; C = MEP2-GFP yeast; D = LAP4-GFP MLPCN; E = RPL19A TOR yeast; F = GRK2 aptamer HTS; G = VLA-4 inh; H = AGP1 TOR yeast
CCSc1nnc(-c2ccccc2NC(=O)CC)c(=O)[nH]1
  A: 97.4	B: -2.1	C: 100.6	D: 97.0	E: 98.8	F: 2.0	G: 8.9	H: 96.1

CSc1nsc(SCC(=O)Nc2ccccc2)n1
  A: 88.4	B: 1.1	C: 107.0	D: 95.9	E: 103.7	F: 2.0	G: 8.3	H: 101.9
